TWEAK-Fn14 inh: blocks TWEAK-Fn14 interaction in a reporter cell assay; inhibition, % at 10 µM; TWEAK-stimulated Fn14 reporter cells, luciferase luminescence, 8 h; 360,000 tested, 2% active; in the data active = inhibition above about 50%
NCOA3 inh: inhibits human SRC3 coactivator; HEK293 GAL4-SRC3 luciferase reporter, luminescence; inhibition, % at 3.6 µM; 360,000 tested, 0.17% active;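 active = inhibition above a per-campaign cutoff, the mean of all compounds plus 3 SD, cut at about 60% in these data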;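 also: 0% = DMSO-treated cells and 100% = gossypol-treated cells at 36 µM; higher means less SRC3-driven luciferase light from the GAL4 reporter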
SRC2 inh: inhibits human steroid receptor coactivator 2; HEK293 GAL4-SRC2 luciferase reporter, luminescence; Q15596; inhibition, % at 9 µM; 370,000 tested, 0.17% active;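 active = inhibition above the mean inhibition of all tested compounds plus 3 SD, set per campaign, cut at about 52% in these data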;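 also: 0% = DMSO treated cells and 100% = cells given Gossypol at 36 µM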
Target sequence (Q15596 whole entry, looked up, the tested form may be a part): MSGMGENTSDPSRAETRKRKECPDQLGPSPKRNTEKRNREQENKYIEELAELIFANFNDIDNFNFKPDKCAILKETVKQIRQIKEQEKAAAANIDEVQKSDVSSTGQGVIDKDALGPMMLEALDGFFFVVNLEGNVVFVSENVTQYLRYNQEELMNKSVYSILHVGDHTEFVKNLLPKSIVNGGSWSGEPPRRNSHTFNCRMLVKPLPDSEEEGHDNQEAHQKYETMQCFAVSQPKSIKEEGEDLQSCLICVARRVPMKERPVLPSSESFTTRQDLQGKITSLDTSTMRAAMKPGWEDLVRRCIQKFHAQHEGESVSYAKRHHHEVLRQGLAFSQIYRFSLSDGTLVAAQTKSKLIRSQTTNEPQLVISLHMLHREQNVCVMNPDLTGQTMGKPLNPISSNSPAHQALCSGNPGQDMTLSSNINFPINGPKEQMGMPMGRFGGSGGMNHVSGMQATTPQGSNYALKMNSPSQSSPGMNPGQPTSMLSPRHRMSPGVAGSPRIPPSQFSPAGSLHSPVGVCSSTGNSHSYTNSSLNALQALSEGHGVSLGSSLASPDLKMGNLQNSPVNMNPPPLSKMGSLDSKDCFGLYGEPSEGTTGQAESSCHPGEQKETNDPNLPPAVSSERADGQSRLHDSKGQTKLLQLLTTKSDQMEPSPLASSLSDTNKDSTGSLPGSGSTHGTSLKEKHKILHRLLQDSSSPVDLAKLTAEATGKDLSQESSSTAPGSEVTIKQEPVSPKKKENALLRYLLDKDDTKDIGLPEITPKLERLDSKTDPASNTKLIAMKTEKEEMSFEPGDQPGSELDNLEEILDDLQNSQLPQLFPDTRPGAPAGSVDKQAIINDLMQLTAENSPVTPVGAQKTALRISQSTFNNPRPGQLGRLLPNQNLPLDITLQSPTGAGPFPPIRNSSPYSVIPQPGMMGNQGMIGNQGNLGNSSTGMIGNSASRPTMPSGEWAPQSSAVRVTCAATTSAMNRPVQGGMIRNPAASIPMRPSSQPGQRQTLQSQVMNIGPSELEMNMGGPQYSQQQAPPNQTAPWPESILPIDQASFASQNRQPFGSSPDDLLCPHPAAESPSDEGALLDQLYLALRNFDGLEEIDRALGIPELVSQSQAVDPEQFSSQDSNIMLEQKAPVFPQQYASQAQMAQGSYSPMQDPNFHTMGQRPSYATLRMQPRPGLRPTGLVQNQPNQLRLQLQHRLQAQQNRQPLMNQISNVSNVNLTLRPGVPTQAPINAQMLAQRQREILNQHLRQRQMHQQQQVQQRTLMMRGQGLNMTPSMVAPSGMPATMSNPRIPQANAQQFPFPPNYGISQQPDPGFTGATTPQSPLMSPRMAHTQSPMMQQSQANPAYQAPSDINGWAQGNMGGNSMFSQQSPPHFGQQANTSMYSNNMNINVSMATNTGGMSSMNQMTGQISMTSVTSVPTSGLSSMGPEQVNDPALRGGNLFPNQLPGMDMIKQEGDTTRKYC
CF NFkB inh: inhibitors of cystic fibrosis induced NF-kB; KKLEB NF-kB-GFP reporter, PAF-induced, GFP fluorescence overnight; AID 588850; inhibition, % at 5 µM; 360,000 tested, 0.86% active;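 active = at least 50% inhibition at 5 µM, scaled per plate between neutral and stimulator controls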;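 also: PAF is a Pseudomonas aeruginosa culture filtrate used as stimulus; plate controls were PAF-stimulated DMSO wells for no effect and unstimulated DMSO wells for full effect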
SRC1 inh: inhibitors of human steroid receptor coactivator 1 (SRC1); Q15788; HEK293 GAL4-SRC1 luciferase reporter, luminescence; inhibition, % at 3.6 µM; 360,000 tested, 0.12% active;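 active = inhibition above the campaign mean plus 3 SD, with each screening campaign given its own cutoff, cut at about 60% in these data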;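 also: 0% = DMSO treated cells and 100% = gossypol at 36 µM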
NR5A2 inv ag: suppresses constitutive activity of human LRH-1 | AID 602396 | inhibition, % at 3.6 µM | HEK293T StAR-luciferase reporter, LRH-1 transfected, 24 h | 360,000 tested, 0.13% active;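 active = inhibition above the mean inhibition of all tested compounds plus 3 SD, cut at about 73% in these data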;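 also: 0% = DMSO wells and 100% = reporter-only cells lacking LRH-1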
KKLEB cytotox: reduces viability of KKLEB cystic fibrosis airway cells | AID 602141 | activity change (cytotoxicity), % at 5 µM | 360,000 tested, 0.36% active | KKLEB CF airway cells viability, ATPlite luminescence, overnight; stronger effect = lower value; cells stimulated with P. aeruginosa culture filtrate;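 active = corrected activity change at or below -50% at 5 µM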
EBV LMP1 NFkB: inhibitors of Epstein-Barr LMP1-induced NF-kappaB reporter; LMP1-induced NF-kappaB luciferase reporter cells, luminescence; inhibition, % at 12.5 µM; 350,000 tested, 0.69% active; AID 504558; in the data active = inhibition above about 41%;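 also: 0% = neutral control wells and 100% = reference inhibitor control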
NR2F2 inh: inhibitors of human COUP-TFII (NR2F2); inhibition, % at 8.6 µM; AID 686940; 370,000 tested, 0.7% active; P24468; HEK293T NGFI-A luciferase reporter, luminescence;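 active = inhibition above a per-plate cutoff, mean inhibition of test wells between control levels plus 3 SD, cut at about 38% in these data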;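 also: cells cotransfected with COUP-TFII expression vector driving the NGFI-A reporter; 0% = median of COUP-TF2 test wells and 100% = reporter-only cells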
TROY NFkB inh: TROY signaling inhibition. inhibition, % at 10 µM. AID 1347056. Q293 LMP1-TROYcd NF-kB luciferase reporter, 4 h. 360,000 tested, 0.98% active;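 active = compounds whose plate-normalised and pattern-corrected inhibition of the luciferase reporter signal at the single screening dose is 50% or more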
TRAIL sens C8: sensitizes caspase-8 expressing cells to TRAIL. NB7+C8 cells + TRAIL, ATPlite viability luminescence. inhibition (viability loss, TRAIL sensitization), % at 10 µM. 360,000 tested, 1% active. AID 624354;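 active = compounds causing at least 50% loss of cell viability in the single-dose screen, relative to plate controls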
An asterisk follows results filed as active; . = not tested or not shown. This is a random part of the collection. About 4.2% of those tested had a hit in this group.

SMILES	TWEAK-Fn14 inh	NCOA3 inh	SRC2 inh	CF NFkB inh	SRC1 inh	NR5A2 inv ag	KKLEB cytotox	EBV LMP1 NFkB	NR2F2 inh	TROY NFkB inh	TRAIL sens C8
O=C(NC1CCCCC1)c1sc(=S)n2c1[nH]c(=O)c1ccccc12	-12	11	-24	50	-32	12	-26	-13	2	60*	5
CCc1ccc(C(=O)COC(=O)C2CCN(c3ccc(C(F)(F)F)cn3)CC2)cc1	3	4	-10	26	-11	15	1	-1	-5	15	11
CN(Cc1ccccc1N1CCCC1)C(=O)c1cc2ccccc2o1	9	-13	26	2	-10	14	-14	-8	5	-17	6
O=C(COc1cccc2c1CCN(Cc1ccccc1)C2=O)N1CCCCC1	1	15	0	11	-6	3	7	-8	3	7	2
CC1CC(C)CN(c2oc(-c3ccccc3Cl)nc2C#N)C1 (stereo not drawn)	-21	9	-23	-15	-6	-1	6	-3	-1	-4	-4
COc1ccc(OCCNC(=O)c2ccccc2OCC(=O)N2CCCCC2)cc1	8	4	-17	-12	-1	14	-4	7	12	-14	-7
Cc1ccc(-c2ccc(OC(=O)c3ccc(=O)[nH]c3)c(C)c2)cc1	-23	-22	-23	-22	-2	-42	8	-8	-4	-52	-9
CCOC(=O)/C=C/C(=O)OCC(=O)NCc1ccccc1	4	-10	16	-28	-19	-15	26	-8	-1	-10	2
Cc1ccc(S(=O)(=O)N(C)CC(=O)NC2CCCC2)cc1	-3	-8	4	-10	-3	-9	7	2	-17	-1	-2
O=C(Nc1ccc(-c2nc3ccc(NC(=O)c4cccs4)cc3[nH]2)cc1)c1cccs1	-127	7	-20	7	-14	30	-8	-15	-71	-1	32
COc1ccc(CCN(C)C(=O)CCc2nnc(-c3ccccc3)o2)cc1OC	-19	-66	-98	8	-85	-105	-30	-17	-41	-31	7
O=C(COc1ccc(F)cc1Br)Nc1ccccc1N1CCOCC1	-11	-24	7	-12	-11	-17	-14	-2	7	-52	0
CCCOc1ccc(C(C)=O)cc1CN1CCOCC1	-16	5	-4	-18	12	3	-1	-5	5	9	-6
C1CCN(c2c3c(nc4nnnn24)CCCC3)CC1	2	20	1	5	9	-9	0	-2	-2	14	4
Cc1cc(C)cc(NC(=O)CCc2ccc(C)o2)c1	-2	17	-7	10	-15	8	8	10	0	-7	-9
COCCCNC(=S)N/N=C/c1cccc(OC)c1O	-6	-20	-21	-5	-46	-54	2	.	-11	-42	22
Cc1nc2cc(-c3ccccc3)ccc2o1	-22	-4	-4	-6	-21	-7	0	-5	2	-23	-4
N#Cc1ccc(OCC(=O)NNC(=S)NC(=O)C2CC2)cc1	-16	-4	-32	-9	-16	-3	4	-5	6	-5	0
O=C(c1ccc2c(c1)OCCO2)C1CCN(C(=O)Nc2ccc(F)cc2)CC1	-19	-1	-2	13	5	-15	9	-2	4	-36	4
O=C(Oc1ccc(Cl)c2cccnc12)c1cccc([N+](=O)[O-])c1	21	8	-12	28	-4	15	-32	-5	1	5	-8
Cc1ccc(C)c(NC(=S)NNC(=O)c2csc(C)c2C)c1	-5	-41	2	-9	-66	-83	10	1	-19	-49	-5
CC(C)Nc1nc(SCC(=O)Nc2ccccc2)nc(N2CCOCC2)n1	13	21	-38	26	5	-1	-7	0	-7	2	-19
CCc1c(C(=O)OCc2ccccc2)[nH]c(C)c1C	-4	-48	-52	-10	-21	-65	-4	-32	-43	-34	-3
CN(C)S(=O)(=O)c1ccc(N2CCCC2)c(C(=O)NC(c2ccccc2)c2ccccc2)c1	12	13	12	-30	4	1	0	-6	-5	-27	-2
COc1cc(C(C)=O)ccc1OCC(=O)Nc1ccccc1N1CCCCC1	17	21	13	1	31	11	-9	-2	-4	21	24
COCCNC(=O)C(=O)NCCN1CCNCC1	11	4	-26	9	6	4	21	4	4	-2	-3
CC1CC(C)CN(C(=O)C2CCN(S(=O)(=O)c3cccs3)CC2)C1 (stereo not drawn)	8	2	-2	-12	-1	-6	15	-3	-15	-16	-7
CCOc1ccc(S(=O)(=O)Nc2cc(SCC(=O)O)c(O)c3ccccc23)cc1	32	0	5	91*	-8	24	-40	-8	10	54*	35
COc1cccc(CNC(=O)COC(=O)C23CC4CC(CC(Cl)(C4)C2)C3)c1	9	4	-36	8	-7	11	5	1	4	4	1
Cc1ccc(C)c(Oc2ncnc(N)c2[N+](=O)[O-])c1	10	-6	-8	-5	-6	-1	1	-4	0	14	1
CCCOC(=O)c1ccc(NC(=O)c2cccc(S(=O)(=O)N3CCN(C(C)=O)CC3)c2)cc1	38	10	10	-19	-6	6	19	5	12	15	-4
COc1ccccc1-n1c(CNC(=O)c2ccc(S(=O)(=O)N3CCCCC3)cc2)n[nH]c1=S	1	6	-7	-25	-13	-12	-6	-5	5	4	-12
CCOC(=O)c1[nH]c2ccc(F)cc2c1NC(=O)CN1CCN(C/C=C/c2ccccc2)CC1	14	-10	-18	3	8	8	-14	8	7	12	8
O=C(CSc1nnc(CNC(=O)c2cccs2)o1)Nc1cccc(Cl)c1	2	-5	-24	-38	-14	11	-1	1	-1	-14	-8
Cc1cc(C)cc(CC(=O)N2CCC2(C)C(=O)NS(=O)(=O)Cc2ccccc2)c1 (stereo not drawn)	2	-5	-15	-4	-9	-15	12	.	1	-20	9
Cc1c(CC(=O)NCCC(=O)O)c(=O)oc2cc3occ(-c4ccccc4)c3cc12	15	-1	-3	3	3	12	3	2	15	-47	-39
CCN(CC(=O)Nc1ccc2c(c1)OCCO2)C(=O)C1CCCCC1	-2	-7	-10	11	-27	15	0	-1	7	-4	-10
COc1ccc(N(C(=O)/C=C/C(=O)Nc2cc(C)on2)C(C(=O)NC2CCCC2)c2ccccc2C)cc1 (stereo not drawn)	36	21	2	17	17	21	-13	18	3	3	9
COc1cccc(CCN2CCC(CNS(=O)(=O)c3cc(-c4cc(C)no4)ccc3C)CC2)c1	11	27	24	-14	-12	9	-7	1	41*	11	6
CN(C)CCNC(=O)COc1ccc(Cl)cc1Cl	4	9	-32	-2	0	-7	-3	1	-11	-26	-5
COc1ccc(NC(=O)CSc2nnc3ccc(-c4ccccn4)nn23)cc1	0	5	9	-2	-1	3	0	0	9	1	0
CCN(CC(=O)Nc1ccc(NC(C)=O)cc1)C(=O)c1ccccc1SCC(=O)N1CCCC1	1	24	7	-7	-3	7	-13	-4	2	3	-1
C=CCN(C(=O)Cn1ncc2c1-c1cc(C)ccc1OC2)c1ccccc1	-33	4	-18	-16	-5	-22	7	-6	12	-7	0
Cc1ccc(-n2ncc3c(NCCCN4CCOCC4)ncnc32)c(C)c1	-21	1	-32	-22	-2	-6	-4	12	7	8	15
O=C(O)COc1ccccc1-c1nc(-c2ccccc2)c(-c2ccccc2)[nH]1	11	-25	16	2	4	3	-2	-2	10	21	-7

Entries of single compounds, quoted from the list. Order of values: TWEAK-Fn14 inh	NCOA3 inh	SRC2 inh	CF NFkB inh	SRC1 inh	NR5A2 inv ag	KKLEB cytotox	EBV LMP1 NFkB	NR2F2 inh	TROY NFkB inh	TRAIL sens C8
COc1ccccc1-n1c(CNC(=O)c2ccc(S(=O)(=O)N3CCCCC3)cc2)n[nH]c1=S is listed as 1	6	-7	-25	-13	-12	-6	-5	5	4	-12
O=C(O)COc1ccccc1-c1nc(-c2ccccc2)c(-c2ccccc2)[nH]1 is listed as 11	-25	16	2	4	3	-2	-2	10	21	-7
O=C(Nc1ccc(-c2nc3ccc(NC(=O)c4cccs4)cc3[nH]2)cc1)c1cccs1 is listed as -127	7	-20	7	-14	30	-8	-15	-71	-1	32

(continued)
SMILES	TWEAK-Fn14 inh	NCOA3 inh	SRC2 inh	CF NFkB inh	SRC1 inh	NR5A2 inv ag	KKLEB cytotox	EBV LMP1 NFkB	NR2F2 inh	TROY NFkB inh	TRAIL sens C8
CC12CNCC(C)(CN(C3(O)C(=O)Nc4ccc(Br)cc43)C1)C2=O (stereo not drawn)	11	1	-8	4	-24	6	4	-1	28	-9	-5
CN(Cc1cccs1)C(=O)COc1cccc2c1OC(C)(C)C2	14	-1	9	8	-15	-25	1	7	0	-17	4
COc1ccc(NC(=O)CC2S/C(=N\c3nccs3)N(C)C2=O)cc1 (stereo not drawn)	18	-7	3	16	-11	-10	-8	-16	-8	-13	-5
CN(CCCN1CCCCC1)C(=O)c1cc(COc2ccc(F)cc2F)on1	-6	6	-10	-21	-3	-3	4	6	-1	-6	0
O=C(c1ccc(Cl)c([N+](=O)[O-])c1)N(c1ccccn1)c1ccccn1	9	7	-4	8	4	-35	6	-1	5	3	-3
O=C(c1c(F)cccc1Cl)N1CCN(c2ccccn2)CC1	-12	7	-38	6	7	9	2	4	9	-30	-1
NC(=O)c1ccccc1NC(=O)c1ccc2c(c1)OCO2	1	-82	-45	-9	-87	-119	18	-30	-30	-37	32
O=C(C(=O)N1CCc2ccccc2C1)c1cn(CC(=O)N2CCOCC2)c2ccccc12	-15	9	-11	9	0	-2	6	-5	16	17	2
N#Cc1c(-c2ccco2)cc(C2CC2)nc1N	-12	16	-42	14	8	23	-9	-1	-17	-18	-4
O=C(NCCCN1CCOCC1)c1ccc(N2CCCC2)c([N+](=O)[O-])c1	9	7	-13	9	-6	24	-4	-6	9	12	7
O=C(NC1=NCCS1)c1ccc(Br)s1	-13	-98	-53	-8	-93	-106	2	-12	-81	-84	22
O=[N+]([O-])c1cc(-c2nnc(N3CCOCC3)c3ccccc23)ccc1N1CCOCC1	11	13	20	8	4	16	-4	15	5	14	5
Nc1ncnc2c1ncn2[C@@H]1O[C@H](CNC(=O)[C@@H](N)COCc2ccccc2)[C@@H](O)[C@H]1O	-22	-8	.	23	-15	-31	5	-4	.	0	13
COc1ccc(C(C)=O)cc1COC(=O)C1CCN(C(=O)c2ccc(Cl)cc2)CC1	-7	-4	6	2	-9	15	-7	3	-5	7	-5
Nc1cc(-c2ccccc2)ccc1O	-39	-1	0	1	-10	4	-1	1	3	-2	7
CCOC(=O)N1CCc2c(sc3nc[nH]c(=O)c23)C1	15	18	-9	20	9	13	-9	7	5	-28	-7
COC(=O)c1sccc1NC(=O)CC1C(=O)NCCN1C(=O)c1ccccc1 (stereo not drawn)	14	1	-12	9	6	9	-24	-3	5	-4	-5
O=C(c1cc2c(s1)-c1ccccc1S(=O)(=O)C2)N1CCCC1	-5	-27	-47	-10	-29	-7	2	4	14	-12	-11
O=C(C1CCCO1)N1CCN(c2c3c(nc4cc(-c5ccc(F)cc5)nn24)CCC3)CC1 (stereo not drawn)	-17	-27	-25	-17	-18	22	2	2	5	24	6
C[C@@H]1CN([C@@H](C)CO)C(=O)CCCn2nncc2CO[C@H]1CN(C)C(=O)c1cc(-c2ccccc2)on1	-20	-13	-9	-3	-15	4	7	-1	-16	0	-3
Nc1[nH]c(C(=O)c2ccccc2)c(-c2ccc(Cl)cc2Cl)c1C(=O)NCCc1c[nH]c2ccccc12	45	.	-8	.	.	10	.	.	4	45	-8
NNC(=O)c1nc[nH]c1C(=O)Nc1ccccc1[N+](=O)[O-]	-20	11	-2	12	-6	-17	2	5	1	4	-8
O=C(NCCc1ccc(Cl)cc1)c1cc(-c2ccncc2)nc2ccccc12	-26	12	-2	20	-16	3	-6	-7	-34	3	11
CCC(C)Sc1nc(O)c(Cc2ccccc2)c(=O)[nH]1 (stereo not drawn)	0	-5	-22	-1	-11	-6	4	2	14	7	-12
